Xi reactivation: X-chromosome reactivation activator | XiGFP mouse fibroblasts, % GFP-positive cells imaging, 3 d; cells co-treated with 5-aza-dC sensitizer; scaled so ellipticine positive control = 100% | activation, % at 7.58 µM | 360,000 tested, 0.055% active | AID 743238;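 active = mean normalized replicate activation at least 10% and every replicate at or above 10%; inconclusive = only one of the two criteria met; inactive = mean below 10% and not all replicates reach 10%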;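 note: 0% = median of on-plate neutral control wells and 100% = ellipticine 6 µM median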
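Material: XiGFP fibroblasts, SV40-immortalized. Buffer or medium: DMEM plus 5-aza-dC sensitizer. Compound: single concentration per compound, delivered by pin transfer. Times: 3 days compound exposure. Controls: ellipticine 6 µM.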
PAX8 reporter: inhibitors of PAX8 transcriptional activity in RMG-I cells | RMG-I TPO-luciferase reporter, SteadyGlo, 24 h | inhibition, % at 12.6 µM | 360,000 tested, 1.2% active | AID 652154;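 active = mean replicate inhibition at least 60% with every replicate also reaching 60%; inconclusive = only one of the two criteria is met; inactive = mean below 60% and not all replicates reaching 60%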;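 note: luciferase light reporting Pax8 driven TPO promoter activity; plate controls were median of neutral control wells for no effect and mitoxantrone controls for full effect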
ARNT TACC3 PPI: disrupts binding between human ARNT and TACC3; AlphaScreen His-ARNT PAS-B/GST-TACC3 binding, luminescence; TACC3 fragment carries E629A point mutation; inhibition, % at 9.99 µM; 390,000 tested, 0.66% active;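 active = mean inhibition of replicates at least 50% and at least half of replicates each reaching 50%; inconclusive = half or more replicates reach 50% but mean below 50%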;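 note: 0% = complete ARNT plus TACC3 wells and 100% = ARNT alone without TACC3; many hits fall short of the cut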
DENV2 CPE rescue: inhibitors of DENV2 cytopathic effect. DENV2-infected cells, cytopathic effect rescue, plate reader. CPE inhibition, % at 9.99 µM. 350,000 tested, 1.7% active. AID 651640; in the data active = CPE inhibition above about 20%, passing the limit was not always enough; inconclusive = no clear call, values can overlap the other calls; tested in BHK-21 cells;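 note: 0% = median of neutral control wells and 100% = median of positive control wells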
F508del corr: CFTR F508del correction in bronchial cells | CFBE cells, YFP halide quenching; stimulated with forskolin plus potentiator P3; % fluorescence drop versus neutral controls | activity (quench increase), % at 7.58 µM | 350,000 tested, 0.36% active;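 active = mean added fluorescence quench of at least 8% versus neutral control, with both replicates also reaching 8%; inconclusive = only one of the mean or replicate conditions met; inactive = mean below 8% and not both replicates reaching 8%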;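 note: cells transiently co-express mutant CFTR-F508del with the halide-sensitive YFP; corrector assay measuring rescue of mutant channel to the surface after 24 h compound exposure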
ERp5 inh: ERp5 (human) disulfide isomerase inhibition; 350,000 tested, 0.05% active; inhibition, % at 9.99 µM; AID 651711; ERp5 insulin aggregation, absorbance 650 nm, 90 min;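 active = mean replicate inhibition above about 25%, with every replicate also reaching it, limit read from the data, passing the limit was not always enough; inconclusive = only one of those two criteria met; inactive = neither criterion met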
Target sequence (Q15084 whole entry, looked up): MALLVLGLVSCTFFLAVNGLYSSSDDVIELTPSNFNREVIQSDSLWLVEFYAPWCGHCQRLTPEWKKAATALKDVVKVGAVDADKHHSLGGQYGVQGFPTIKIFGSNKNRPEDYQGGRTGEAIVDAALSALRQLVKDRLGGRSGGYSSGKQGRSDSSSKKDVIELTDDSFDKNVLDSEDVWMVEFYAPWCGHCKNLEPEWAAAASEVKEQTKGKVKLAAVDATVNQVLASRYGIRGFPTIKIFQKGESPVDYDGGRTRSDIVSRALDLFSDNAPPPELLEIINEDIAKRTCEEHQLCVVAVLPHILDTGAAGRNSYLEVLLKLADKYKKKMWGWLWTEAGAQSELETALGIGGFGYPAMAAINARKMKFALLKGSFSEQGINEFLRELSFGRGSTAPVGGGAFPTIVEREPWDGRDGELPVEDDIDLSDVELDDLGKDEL
GSIS activator: primary screen for activators of insulin secretion dependent on glucose, INS-1E cells, GLuc reporter luminescence. INS-1E GLuc reporter insulin secretion, 2-3 h. activation, % at 16.6 µM. 370,000 tested, 0.61% active. AID 743287;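 active = lowest replicate activation of at least 40%, so every replicate reaches that level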;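 note: 0% = median of neutral control wells and 100% = median of IBMX positive control wells; some compounds called inactive have numbers as strong as hits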
EWS-Fli inh: inhibitors of EWS/Fli oncoprotein transcriptional activity. A673 NR0B1-luciferase reporter, viability-normalised. inhibition, % at 12.6 µM. 350,000 tested, 0.67% active. AID 651661;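 active = mean inhibition of at least 50% after viability correction, with every replicate also passing that limit; inconclusive = mean reaches 50% but only one of two replicates passes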;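 note: firefly luciferase signal divided by Alamar Blue viability fluorescence both relative to DMSO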
* marks the source's active call; other numbers are inactive results; ? = inconclusive; . = not tested or not shown; & = joins results of further samples.

SMILES	Xi reactivation	PAX8 reporter	ARNT TACC3 PPI	DENV2 CPE rescue	F508del corr	ERp5 inh	GSIS activator	EWS-Fli inh
O=C(Cc1ccc(NC(=O)C2CCN(C(=O)C3CCCC3)CC2)cc1)Nc1ccc(C(=O)N2CCOCC2)cc1	0.2	-22.6	-5.4	-0.4	2.1	2.0	-11.0	-11.1
O=C(Cc1cccc2ccccc12)Nc1cccnc1	0.0	-6.6	-2.4	.	-1.8	5.0	10.9	6.7
CC(C)C#Cc1ccc2c(c1)O[C@@H](CN(C)C(=O)CN(C)C)[C@H](C)CN([C@@H](C)CO)S2(=O)=O	0.3	-11.5	-0.9	-9.9	3.1	-5.1	-8.7	1.4
COc1ccccc1NC(=O)c1csc2c1CCC(C)C2 (stereo not drawn)	-0.2	-36.4	-6.2	-3.1	0.7	4.2	1.0	-30.3
O=C(NCc1ccc(F)cc1)C(=O)NCC1OCCCN1S(=O)(=O)c1cccs1 (stereo not drawn)	0.5	0.5	-4.4	-3.3	-0.5	-11.7	-8.3	-8.2
O=C(CSc1nc2ncccc2[nH]1)NCc1ccccc1	.	.	2.1	-6.1	.	-4.0	11.3	.
O=C(N[C@H]1CC[C@H](CCNS(=O)(=O)c2ccc(F)cc2)O[C@@H]1CO)c1ccccn1	0.2	-9.7	-10.1	18.7	-0.4	3.5	4.2	0.1
CCC(=O)N1CCN(c2nnc(-c3ccccc3)c3ccccc23)CC1	0.0	9.3	0.4	1.5	0.2	4.3	23.7	2.6
COc1ccc(CCn2c(=O)[nH]c3cc(C(=O)NCCCN4CCOCC4)ccc3c2=O)cc1OC	0.0	7.6	-2.5	1.5	-0.4	-3.1	-1.4	-8.1
CC(C)NC(=O)Nc1n[nH]c(Nc2ccc(Cl)cc2)n1	0.4	-10.7	2.1	1.8	0.5	.	.	-11.2
CC(C)(C)OC(=O)NCCCCc1cn(CC(=O)N2CCN(C(=O)OC(C)(C)C)CC2)nn1	-0.3	-32.5	-8.4	4.0	-1.9	5.8	12.8	1.8
CC(C)COC(=O)N1CCCCC1c1cc(C(=O)NCc2cccnc2)no1 (stereo not drawn)	0.0	-10.5	.	-0.8	-0.3	-1.6	-3.1	4.8
Cc1noc(C)c1NC(=O)Nc1ccc2c(c1)C(=O)N([C@H](C)CO)C[C@H](C)[C@H](CN(C)C(=O)NC1CCCCC1)OCCCC[C@H](C)O2	0.1	5.0	-7.2	16.3	0.5	5.3	-2.5	-6.9
CC(C)NC(=O)N(C)C[C@@H]1Oc2ccc(NC(=O)c3ccncc3)cc2CC(=O)N([C@H](C)CO)C[C@@H]1C	-0.1	-6.0	0.5	11.3	-2.0	-0.7	17.0	3.3
COc1ccc(CC(=O)c2ccc(OC)c(OC)c2C)cc1OC	-0.1	-13.7	1.2	-9.5	4.1	-3.2	2.3	-14.4
O=C(OCCOc1cccc(Cl)c1)c1ccc(F)c(S(=O)(=O)N2CCOCC2)c1	-0.4	-2.0	7.6	.	4.2	-5.8	1.4	4.0
CCOc1ccc2ccccc2c1/C=N/NC(=O)c1ccncc1	0.0	-1.1	0.5	3.6	-1.2	4.2	.	4.4
CCc1ccc(N2C(=O)CN(Cc3ccccc3)C2=S)cc1	0.0	7.5	-4.0	-2.3	-2.6	4.3	3.5	-13.2
OCCC1CN(Cc2ccccc2O)CCN1CCc1ccccc1 (stereo not drawn)	0.0	4.1	3.2	11.3	0.7	-5.8	3.7	3.1
COc1cccc(C#Cc2ccc3c(c2)O[C@H](CN(C)C(C)=O)[C@H](C)CN([C@@H](C)CO)S3(=O)=O)c1	-0.1	.	-5.4	5.7	-0.4	2.8	-1.0	3.2
COc1ccc2c3c([nH]c2c1)[C@H](CO)N(C(=O)CN(C)C)CC31CN(CC2CCOCC2)C1	0.4	.	.	2.8	1.9	2.7	5.5	-15.7
Cc1ccc(SCC(=O)NC(C)c2ccccc2)cc1 (stereo not drawn)	0.3	19.8	-3.7	-1.8	-1.6	3.1	.	-1.3
O=C(CSc1ncnc2c1cnn2-c1ccc(Cl)cc1)NCc1ccc2c(c1)OCO2	0.1	2.0	-3.6	.	.	.	3.4	.
O=C(C1CC1)N1C[C@H]2[C@@H](c3ccccc31)[C@H](CO)N2S(=O)(=O)c1ccccc1	0.0	-8.2	-0.8	.	-2.5	.	-2.3	-0.5
CCOC(=O)c1c(NC(=O)CSc2ncnc3[nH]ncc23)sc2c1CCC(C)C2 (stereo not drawn)	0.0	1.8	-5.5	.	-1.6	0.3	-1.2	21.4
Cc1c2cnccc2c(C)c2c1oc1ccccc12	0.2	-62.2	-3.6	-1.8	1.4	9.1	30.8	-16.3
Nc1nonc1C(=O)N1CCCCC1	0.0	26.4	-2.1	8.1	-1.9	0.4	-1.8	3.5
C[C@@H]1CCCCO[C@H](CN(C)Cc2ccc3c(c2)OCO3)[C@H](C)CN([C@H](C)CO)C(=O)c2cc(NC(=O)Nc3cccc4ccccc34)ccc2O1	0.0	7.5	5.4	-25.4	-3.3	.	-25.4	7.7
COc1ccc(NC(=O)N(C)C[C@@H]2OCCCC[C@@H](C)Oc3ccc(NS(=O)(=O)c4ccc(OC)cc4)cc3C(=O)N([C@H](C)CO)C[C@@H]2C)cc1	0.1	-26.8	-15.7	?	-1.4	.	-2.1	-18.6
C[C@@H]1CCCCO[C@H](CN(C)Cc2ccc3c(c2)OCO3)[C@H](C)CN([C@H](C)CO)C(=O)c2cc(NS(=O)(=O)c3cccs3)ccc2O1	0.1	-26.9&-8.1	-13.4&-8.0	18.8&2.2	2.0&3.5	.	0.1	6.2&5.7
Cc1ccc2c(c1)C1C[N+](C)(CC(=O)c3ccccc3)CCC1N2C(=O)c1ccccc1Cl (stereo not drawn)	0.2	15.8	-7.8	1.6	1.4	3.5	-18.6	-1.1
CCCCNC(=S)NNC(=O)c1ccc2c(c1)OCO2	0.0	32.5	-0.3	141.7*	2.0	0.6	-8.1	1.0
CC(NC(=O)c1c(O)c2ccccc2[nH]c1=O)c1ccccc1 (stereo not drawn)	0.0	-10.7	7.8	-1.1	-0.5	1.1	8.0	5.7
C[C@H]1CN([C@@H](C)CO)S(=O)(=O)c2ccc(C#Cc3ccccc3)cc2O[C@@H]1CN(C)C(=O)c1ccccn1	-1.0	13.9	.	8.2	0.2	8.5	-22.2	3.1
C[C@@H]1CN([C@H](C)CO)C(=O)c2cc(C#Cc3ccccc3)cnc2O[C@@H]1CN(C)C(=O)c1ccccc1F	-1.2	.	25.7	-5.6	2.1	-2.2	19.2	-1.3
COc1ccc(NC(=O)Cn2cccc2)cc1Cl	.	.	0.1	5.6	0.2	-0.9	.	1.4
COc1ccc(NC(=O)Nc2ccc3c(c2)CC(=O)N([C@H](C)CO)C[C@@H](C)[C@H](CN(C)Cc2ccc4c(c2)OCO4)O3)cc1	0.1	.	8.8	-0.7	0.6	0.8	-8.0	6.4
COc1cc(C)ccc1S(=O)(=O)N1CCCCCC1	0.2	-1.3	0.2	13.9	0.8	1.3	20.2	1.0
CCOc1ccc(N(CC(=O)NCCc2ccc(Cl)cc2)S(=O)(=O)c2c(C)[nH]c(=O)[nH]c2=O)cc1	0.0	-19.6	-0.1	-2.1	-0.8	0.1	-14.4	0.6
COc1cc(C(=O)NC(=S)Nc2ccc3ccccc3c2)cc(OC)c1OC	0.1	25.9	.	8.5	0.3	-0.9	9.6	3.8
O=C(NCCc1c[nH]c2ccc(Cl)cc12)c1cccnc1	.	.	-2.4	3.2	2.6	-2.2	3.8	2.8
COc1ccc(-c2csc(N(CCCN(C)C)C(=O)c3ccc(C)cc3)n2)cc1	0.0	10.6	11.2	-14.4	-2.5	-1.5	-4.1	26.0
C[C@H]1CN([C@@H](C)CO)C(=O)c2cccc(NC(=O)c3ccncc3)c2O[C@H]1CN(C)C(=O)NC1CCCCC1	0.6	-1.1	-1.8	-1.0	0.5	0.5	7.6	-12.7
COc1ccc(-c2nc3ccc(C(=O)NCC(OC)OC)cc3nc2-c2ccc(OC)cc2)cc1	0.4	14.2	-5.7	.	-1.4	1.5	18.8	11.0
CCOC(=O)C(=CNc1ccccc1N1CCOCC1)C(=O)OCC	0.1	17.3	-1.6	5.6	-2.5	-1.1	16.1	14.4
CC1(C(=O)Nc2ccc3c(c2)OCO3)Cc2c(-c3ccccc3)ccnc2O1 (stereo not drawn)	0.2	2.3	.	4.6	2.9	-14.4	-4.1	9.3
O=C(NCc1ccccc1)C1CCCN(S(=O)(=O)c2cccc3nsnc23)C1 (stereo not drawn)	0.0	14.9	-1.2	-0.7	-3.2	1.5	8.1	.
O=C(Nc1cccc(S(=O)(=O)N2CCOCC2)c1)C1CC(=O)N(c2ccc3c(c2)OCCO3)C1 (stereo not drawn)	-0.4	6.8	7.4	6.8	-2.2	-1.9	-4.2	0.6
Cc1ccc(C)c(SCC(=O)OCC(=O)NCCNC(=O)COC(=O)CSc2cc(C)ccc2C)c1	-0.1	-13.1	-1.8	-3.9	3.8	-1.8	1.6	-0.5
COC(C(=O)Nc1ccnn1C1CCN(Cc2ccc(CO)o2)CC1)c1ccccc1 (stereo not drawn)	0.1	.	-1.4	3.5	-1.6	3.1	6.8	-12.4
COc1ccc(C#Cc2cnc3c(c2)C(=O)N([C@H](C)CO)C[C@H](C)[C@H](CN(C)Cc2cccc(C(F)(F)F)c2)O3)cc1OC	0.1	.	-5.4	17.5	-2.5	-4.6	-30.5	11.6
COc1ccc(NC(=O)Nc2ccc3c(c2)CC(=O)N([C@@H](C)CO)C[C@H](C)[C@@H](CN(C)Cc2ccc(C(F)(F)F)cc2)O3)cc1	1.4	69.7*	15.8	-6.2	3.0	.	1.6	15.0
CCC(=O)N1CCCCN2[C@H](CO)[C@H](c3ccc(C#Cc4ccccc4)cc3)[C@@H]2C1	0.5	-10.8	10.4	13.9	1.4	4.1	12.1	-23.3
COc1cccc(-c2ccc([C@H]3[C@H]4CNCC(=O)N4[C@H]3CO)cc2)c1	0.0	.	.	22.1*	-3.6	4.9	11.5	-6.2
Cc1cccn2c(CN(C)CC3Cc4ccccc4O3)c(C(=O)N3CCCCC3)nc12 (stereo not drawn)	1.3	-0.2	0.1	7.6	0.8	-4.9	.	-36.9
Cc1cc2c(SCC(=O)N3CCN(c4ccccc4)CC3)ncnc2s1	0.0	-8.5	19.5	-6.6	0.6	0.3	9.0	-4.8
C[C@@H]1CN([C@H](C)CO)C(=O)c2cc(C#CC3CCCC3)cnc2O[C@H]1CN(C)C(=O)Nc1ccccc1	-0.2	2.9	2.8	-1.6	2.0	4.3	-10.5	-12.8
CC1=C(C(=O)OCc2ccccc2)C(c2ccccc2Br)NC(=O)N1 (stereo not drawn)	0.1	23.0	2.0	-2.6	0.1	2.1	-42.7	14.8

Source: PubChem (Broad Institute)
